ERG-DNA inh – inhibitors of human ERG Ets domain-DNA interaction; P11308; fluorescence polarization, His-ERG Ets domain / labelled DNA; Potency, µM (series often up to 76.9 µM), without a hit: at the highest dose FP activity, negative = inhibition, actives largely listed as inhibitors; actives 0.028% (n = 370,000); active = well fitted inhibition curve with a large enough effect in the polarisation, with a control signal flat; inconclusive = small, poorly fitted or top-dose-only effect, or effect the other way, or a change in a side signal; inactive = no such curve, though single readings can be large or run the other way; the % refers to the polarisation;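 note: polarization taken with two DNA probes labelled with fluorescein and Texas red; potency is the fitted concentration of half-maximal effect; % of control where 0% means no effect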
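His-tagged ERG Ets domain (1 uM in the protein solution; 300mM KCl, 50mM Tris-HCl, 1mM EDTA, 1mM DTT, pH 7.5) received compound, then a probe mix of 5 nM fluorescein-DNA and 100nM Texas-615-DNA. Fluorescence polarization was read for both dyes.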
ALOX12 inh – inhibitors of human 12S-lipoxygenase ALOX12 | actives 1.1% (n = 580,000) | purified 12hLO, xylenol orange hydroperoxide absorbance | P18054 | Potency, µM (series often up to 108 µM), for the others: at the highest dose activity change, negative = inhibition, actives largely listed as inhibitors | AID 1671190; note: potency is the fitted concentration of half-maximal effect; % is set by controls: 0 for no effect and ±100 for the full control effect
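Purified human 12hLO (150 nM final) in 25 mM Hepes, 0.01% Triton X-100, pH 7.0 was preincubated 15 min at room temperature with compound. Then 40 uM arachidonic acid was added, 30 min. Hydroperoxide was read by Fe-XO absorbance ratio 573/405 nm.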
LDHA block – blocks human lactate dehydrogenase A | activity change, % (values are at about 110 or 230 µM) | actives 0.15% (n = 480,000) | purified LDHA, NADH/diaphorase-resazurin fluorescence; hits give low values | P00338; in the data active = activity change below about -30%; inconclusive = mostly about -25% to -30%;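 note: plate controls were DMSO wells for no effect and wells without enzyme for full effect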
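Human LDH5 at 2 nM final in Tris HCl pH 7.4 with 0.06 mM NADH and 0.2 mM pyruvate, reacted 5 minutes at room temperature. Remaining NADH coupled via diaphorase/resazurin; resorufin fluorescence read at 0 and 20 minutes, normalized to enzyme-free and DMSO wells.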
Vif-APOBEC3F blk – blocks the Vif interaction with APOBEC3F. Potency, µM (top dose mostly 46.1 µM), without a hit: top-dose activity, negative = active. AID 602313. actives 0.2% (n = 390,000). HeLa A3F-eYFP + Vif (tagged APOBEC3F with the HIV-1 protein that degrades it), YFP fluorescence increase; note: potency is the fitted concentration of half-maximal effect; % of control where 0% means no effect; nearly all actives have a fitted effect of over 65% in size
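HeLa cells stably expressing Vif plus C-terminally eYFP-tagged A3F were seeded, incubated overnight at 37 deg C, dosed with compound, incubated overnight again at 37 deg C. Yellow fluorescence (Ex 488/Em 500-530) reported blocked Vif-mediated A3F-eYFP degradation.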
RGS4 inhibitor – human RGS4 inhibition; P49798; Transcreener GDP fluorescence polarization, RGS4-accelerated GTP hydrolysis; Potency, µM (doses to about 114 µM), inactives show top-dose activity change, negative = inhibition, usual class: inhibitors; actives 0.039% (n = 390,000); AID 504845; note: potency is the fitted concentration of half-maximal effect; % is set by controls: 0 for no effect and ±100 for the full control effect; nearly all actives have a fitted effect of over 75% in size; some results filed as inactive show a strong effect at the top dose
Target sequence (P49798 whole entry, looked up): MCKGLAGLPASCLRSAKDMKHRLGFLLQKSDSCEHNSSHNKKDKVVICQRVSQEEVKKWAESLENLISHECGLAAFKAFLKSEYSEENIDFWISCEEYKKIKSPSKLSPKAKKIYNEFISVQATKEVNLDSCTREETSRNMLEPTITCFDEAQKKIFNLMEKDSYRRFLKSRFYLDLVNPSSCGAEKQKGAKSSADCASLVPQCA
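MLSMR compounds (23 nl, pin-transferred) preincubated 10 min at room temperature with a 500nM (2x) first reagent, then RGS4 at 900nM (2x) plus Transcreener GDP mix added; fluorescence polarization (620/688 nm) read before and after 90 min at 30 °C.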
Vif-A3G inh – blocks the Vif interaction with human APOBEC3G; HeLa A3G-eYFP + Vif (tagged APOBEC3G with the HIV-1 protein that degrades it), YFP fluorescence, overnight; Potency, µM (titrated, usually from 46.1 µM), for inactives: top-dose activity, negative = active, most hits filed as inhibitors; actives 0.076% (n = 410,000);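 note: potency is the fitted concentration of half-maximal effect; % is set by controls: 0 for no effect and ±100 for the full control effect; nearly all actives have a fitted effect of over 60% in size; hits raise eYFP signal because A3G escapes Vif-driven loss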
Target sequence (Q9HC16 whole entry, looked up): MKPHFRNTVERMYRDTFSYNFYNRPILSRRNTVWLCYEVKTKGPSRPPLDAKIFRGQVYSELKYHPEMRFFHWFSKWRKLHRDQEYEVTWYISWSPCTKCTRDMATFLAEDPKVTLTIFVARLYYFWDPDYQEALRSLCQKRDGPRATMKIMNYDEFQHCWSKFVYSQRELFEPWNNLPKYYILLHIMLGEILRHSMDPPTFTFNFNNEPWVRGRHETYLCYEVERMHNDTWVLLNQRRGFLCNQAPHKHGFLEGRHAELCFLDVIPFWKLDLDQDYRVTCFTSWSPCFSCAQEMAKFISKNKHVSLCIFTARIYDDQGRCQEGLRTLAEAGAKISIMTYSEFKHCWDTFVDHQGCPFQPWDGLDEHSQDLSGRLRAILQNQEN
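Read-out is eYFP fluorescence (Ex 488/Em 500-530) from Vif-expressing HeLa A3G-eYFP cells; more signal means A3G escaped Vif-mediated degradation. Cells plated overnight, compound pinned in, incubated overnight at 37 deg C.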
D2 antagonist – antagonists of human D2 dopamine receptor; HEK293 TREx D2 cells, calcium flux, dopamine EC80; AID 485344; actives 2% (n = 340,000); inhibition, % at 10 µM; in the data active = inhibition above about 30%; note: 0% is about no effect
Target sequence (P14416 whole entry, looked up): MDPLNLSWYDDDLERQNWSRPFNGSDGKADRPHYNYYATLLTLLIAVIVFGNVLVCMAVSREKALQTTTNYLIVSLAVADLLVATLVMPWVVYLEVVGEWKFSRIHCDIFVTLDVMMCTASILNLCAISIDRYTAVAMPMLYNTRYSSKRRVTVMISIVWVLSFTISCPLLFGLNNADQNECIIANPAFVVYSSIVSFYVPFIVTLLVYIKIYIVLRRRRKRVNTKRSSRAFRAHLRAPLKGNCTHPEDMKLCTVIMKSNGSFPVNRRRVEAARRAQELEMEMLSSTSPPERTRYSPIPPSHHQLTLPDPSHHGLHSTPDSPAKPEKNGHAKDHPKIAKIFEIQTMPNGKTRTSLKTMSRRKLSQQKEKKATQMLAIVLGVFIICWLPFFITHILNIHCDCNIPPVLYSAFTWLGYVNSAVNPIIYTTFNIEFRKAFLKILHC
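Inhibition of EC80 dopamine-driven calcium flux, recorded kinetically, defines activity here; cells are a tetracycline-induced HEK293 T-REx line expressing force-coupled D2.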
D2 ag – agonists of human D2 dopamine receptor | P14416 | actives 0.53% (n = 340,000) | AID 485358 | HEK293 T-REx D2 cells, calcium flux agonist mode | activation, % at 2 µM;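 active = activation over 3 SD above normal in the single-dose calcium agonist read, cut at about 30% in these data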; note: 0% is about no effect
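Tetracycline-induced HEK293 T-REx cells with force-coupled D2 receptor, plated overnight at 30 C, loaded with no-wash calcium dye. After a 10 s baseline, compound was pin-added and calcium flux read kinetically for 180 s; calcium rises flagged agonists.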
Glioma ERSR ind – induces the endoplasmic reticulum stress response in human glioma cells; U87-MG GRP78 promoter luciferase reporter, 16 h; Potency, µM, for the others: at the top dose activation, most hits filed as activators; actives 0.02% (n = 420,000); AID 602332; note: potency is the fitted concentration of half-maximal effect; series mostly up to about 76 µM; % of control where 0% means no effect; nearly all actives have a fitted effect of over 35% in size
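Stably transfected U87-MG human glioma cells carrying a GRP78-based luminescent sensor were seeded at 1000 cells/well, pin-dosed with compounds and incubated 16 h. Luciferase reagent was then added, and end-point luminescence was read after 10 min at room temperature.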
* = called active by the depositor; i = inactive; u = inconclusive; x = no result given; & = joins results of further samples; [ ] = remark or other dose. Unless noted, calls come from the whole dose curve; as a rule, active = well fitted curve in the direction sought with a large enough effect; inconclusive = small, poorly fitted or top-dose-only effect, or another doubt; inactive = no such curve, though single readings can be large; an effect the other way counts as inactive or inconclusive. A portion of the library; count on the stated rates, not on these rows.

SMILES	ERG-DNA inh	ALOX12 inh	LDHA block	Vif-APOBEC3F blk	RGS4 inhibitor	Vif-A3G inh	D2 antagonist	D2 ag	Glioma ERSR ind
CC(=O)c1cccc(N(C(=O)c2ccco2)C(C(=O)NC2CCCC2)c2ccc(N3CCOCC3)cc2)c1 (configuration not stated)	-5%	4%	-2	-31%	-13%	-10%	1	-0.5	-2%
Cc1ccc2nc3c(c(Nc4ccc5c(c4)OCCO5)c2c1)CCC3	0%	-26%	-4	-8%	-2%	-14%	-28	0.6	-7%
COc1ccc(N2CCN(C(=O)Cn3ncc4c3-c3cc(C)ccc3OC4)CC2)cc1	6%	0%	4	-2%	0%	2%	x	-0.5	-1%
O=C(COC(=O)c1ccccc1)NCC1CCCO1 (configuration not stated)	-7%	281%[activator]	0	3%	7%	-3%	8	0.8	7%
N#CCOC(=O)c1c2c(nc3ccccc13)CCC2	11%	-1%	-9	-23%	-6%	-6%	-1	2.6	6%
CC(=O)Oc1ccc(N(C(C)=O)S(=O)(=O)c2ccc(Cl)cc2)c2ccccc12	-5%	-2%	3	-4%	-4%	-18%	5	0.9	7%
CCNC(=O)CSc1nc2sccc2c(=O)n1-c1ccccc1	0%	-16%	-2	3%	34%	3%	4	0.6	2%
CCCCOc1ccc(C(=O)O)cc1	-2%	3%	-3	0%	-15%	0%	7	0.1	0%
C/C(=N\NC(=O)c1ccncc1)c1cc2ccccc2oc1=O	0%	1%	3	2%	-32%	-6%	-1	0.2	-1%
Cc1cc2c(ncn2C)c(NS(=O)(=O)c2ccccc2Cl)c1C	4%	-3%	-3	10%	14%	1%	-17	0.5	-1%
COc1ccc(S(=O)(=O)N2CCC(c3cc(-c4cccc5ccccc45)n[nH]3)CC2)cc1	3%	0%	-1	2%	-10%	0%	-11	0.4	-7%
CN1C(=O)Cc2cc(S(=O)(=O)NCc3ccccc3Cl)ccc21	6%	-3%	4	1%	-7%	0%	x	x	-3%
CCOc1cc(C(=O)N(C)CC(=O)Nc2cccc(F)c2)ccc1OCC(=O)N1CCCCC1	11%	-8%&-1%	-6&12	9%	-15%	-2%	-4	1.1	-2%
CC1CCCCN1CC(=O)NCc1ccc2c(c1)OCO2 (configuration not stated)	1%	0%	-6	u	5%[11.4 µM]	2%	-22	-0.9	-1%
Cc1cc(C(=O)Nc2cc(C)on2)on1	-3%	19%	-4	0%	-3%	1%	15	0.2	-2%
NS(=O)(=O)c1ccc(CNS(=O)(=O)Cc2ccc(Cl)cc2)cc1	9%	-13%	-3	0%	-7%	-1%	7	-0.8	0%
C/C(CC(=O)NC(C)(C)C)=N\NC(N)=S	4%	-29%	3	u	-29%	0%	-3	-0.1	-2%
CC1CC(=O)N(c2ccc(Br)cc2)C(=O)C1	3%	0%	-2	-1%	-14%	-2%	1	0.2	-7%
CCn1cc(C(=O)OCc2cccc(Br)c2)c(=O)c2ccc(C)nc21	-19%	u	-4	3%	3%	-1%	13	-0.4	-6%
N=c1ccn(Cc2cccc(Cl)c2)cc1	0%	0%	-10	2%	28%	1%	4	0.3	-3%

Record cards (already shown). Values in the order: ERG-DNA inh	ALOX12 inh	LDHA block	Vif-APOBEC3F blk	RGS4 inhibitor	Vif-A3G inh	D2 antagonist	D2 ag	Glioma ERSR ind
Entry for CN1C(=O)Cc2cc(S(=O)(=O)NCc3ccccc3Cl)ccc21 : 6%	-3%	4	1%	-7%	0%	x	x	-3%
Entry for CCOc1cc(C(=O)N(C)CC(=O)Nc2cccc(F)c2)ccc1OCC(=O)N1CCCCC1 : 11%	-8%&-1%	-6&12	9%	-15%	-2%	-4	1.1	-2%
Entry for C/C(=N\NC(=O)c1ccncc1)c1cc2ccccc2oc1=O : 0%	1%	3	2%	-32%	-6%	-1	0.2	-1%
Entry for NS(=O)(=O)c1ccc(CNS(=O)(=O)Cc2ccc(Cl)cc2)cc1 : 9%	-13%	-3	0%	-7%	-1%	7	-0.8	0%

Following part:
SMILES	ERG-DNA inh	ALOX12 inh	LDHA block	Vif-APOBEC3F blk	RGS4 inhibitor	Vif-A3G inh	D2 antagonist	D2 ag	Glioma ERSR ind
CC(C)COc1ccc(C(=O)NCc2ccco2)cc1	1%	1%	4	0%	-15%	-7%	-2	-0.2	1%
CCOC(=O)c1cnc2c(OC)cccc2c1N1CCN(c2ccccc2OC)CC1	10%	0%	-3	12%	-29%	-2%	-9	0.1	-6%
Cc1nn(CCC#N)c(N)c1C1(O)C(=O)Nc2c(Cl)cc(Cl)cc21 (configuration not stated)	8%	9%	15	8%	14%	u	20	-3.1	-3%
COc1ccc(CCNC(=O)C(=O)NCC2OCCN2S(=O)(=O)c2cccs2)cc1OC (configuration not stated)	-5%	i	-1	3%	-1%	0%	x	x	-1%
Cc1nc2ccc(S(=O)(=O)NCC(=O)NC(C)c3ccccc3)cc2s1 (configuration not stated)	-6%	-3%	-1	8%	4%	1%	-22	-0.4	-2%
O=C(NCC(=O)N1CCCCCCC1)c1ccc(Cl)c(Cl)c1	x	25%	-4	-8%	x	1%	x	x	3%
O=Cc1c(NCc2cccc(F)c2)c2ccccc2[nH]c1=O	-4%	12%	-5	8%	-24%	1%	-2	0.3	-1%
COC(=O)c1ccc(NC(=O)c2cc(-c3ccncc3)nc3ccccc23)cc1	-2%	11%	-2	-2%	-6%	u	-21	0.0	0%
O=C(O)CN1C(=O)/C(=C\c2cn(CC(=O)N3CCOCC3)c3ccccc23)SC1=S	26%	u	-2	u	20%	0%	-2	14	-2%
COc1cccc(N2CCN(C(=O)CN3CCSc4ccccc43)CC2)c1	-2%	-10%	6	-2%	-28%	-6%	x	-0.1	-2%
CCC(Cc1ccccc1)NS(=O)(=O)c1csc(C(N)=O)c1 (configuration not stated)	4%	1%	-4	-12%	21%[56.9 µM]	3%	-17	x	0%
O=C(c1ccccc1[N+](=O)[O-])N1CCCN(C(=O)c2ccccc2[N+](=O)[O-])CC1	-4%	17%	-2	-9%	-8%	-1%	12	0.5	-2%
CCOc1ccc(NS(=O)(=O)c2ccc(-c3cnc(C4CC4)o3)cc2)cc1	-2%	u	2&0	-27%	-13%	-11%	7	0.0	-4%
COc1ccc(C2=Nn3c(nnc3-c3ccccc3F)SC2)cc1OC1CCOC1 (configuration not stated)	x	-28%	0	-9%	-13%	u	x	x	0%
Cc1cccc(C(=O)OCC(=O)N2CC(C)OC(C)C2)c1C (configuration not stated)	-6%	-4%	1	-4%	27%	2%	7	-0.5	3%
Cc1ccc(COC(=O)c2cccc(S(=O)(=O)N3CCCCC3)c2)cc1	3%	5%	-1	9%	9%	-1%	-15	-1.4	-2%
CC(O)CNCc1ccc(-c2ccccc2)cc1 (configuration not stated)	-8%	20%	-11	0%	19%	3%	-24	0.3	-1%
CC(=O)c1cccc(NC(=O)/C(=C\c2cccnc2)NC(=O)c2ccc(C)cc2)c1	-8%	-20%	-5	6%	9%	-7%	-15	-3.3	-7%
COc1ccc(N(CC(=O)NCC(C)C)S(=O)(=O)c2ccccc2)cc1	-4%	-23%	-8	-17%	u	-6%	-3	0.5	-5%
CN1CCN(C2Cc3ccc(Cl)cc3Sc3ccc(F)cc32)CC1 (configuration not stated)	2%	u	3	3%	-8%	u	x	x	-14%
CCCNC(=O)C1CC(=O)N(c2ccc(OCC)cc2)C1 (configuration not stated)	1%	0%	0	20%	-25%	-2%	-2	0.1	-4%
COC(=O)c1cc(S(=O)(=O)N2CCN(c3ccccc3F)CC2)c[nH]1	0%	x	-4	0%	8%[56.9 µM]	2%	3	0.1	-2%
CC(C)n1cc(CN2CCC(n3nccc3NC(=O)Cc3ccccc3)CC2)cn1	-8%	9%	3	5%	-11%	-3%	-23	-2.5	-1%
COc1cccc(N(CC(=O)N2CCC(C)CC2)S(=O)(=O)c2ccc(C)cc2)c1	-6%	-25%	2	-3%	7%	-3%	x	-3.2	-4%
O=C(CN1CCOCC1)N(c1ccccc1)c1ccc2ccccc2c1	-7%	-14%	3	-5%	5%	-1%	-1	0.2	0%
O=C(C1CCC1)N1CCc2cc(S(=O)(=O)NC3CCCc4ccccc43)ccc21 (configuration not stated)	x	1%	3	5%	-17%	2%	-1	-0.2	-2%
O=C(Nc1nnc(-c2cccnc2)o1)c1ccccc1Cl	-3%	-3%	-7	6%	38%	-1%	7	0.4	-4%
Cc1cc(-c2ccccc2)nc(N/N=C/c2cccnc2)n1	-1%	369%[activator]	-5	0%	-12%	2%	-6	-0.3	-2%
COc1ccc(C)cc1NS(=O)(=O)c1ccc(NS(=O)(=O)c2ccc(NC(C)=O)cc2)cc1	x	-2%[57.4 µM]	-1	-8%	8%	-5%	5	-1.5	8%
COc1ccc(CCC(=O)Nc2cc(S(=O)(=O)N3CCOCC3)ccc2OC(C)C)cc1	5%	-1%	-3	3%	15%	-1%	-26	-0.1	-5%
Cc1c(C(=O)Nc2ccccc2F)sc2ncnc(N(C)C3CCCCC3)c12	-4%	-21%	-1	x	12%	x	x	0.3	x
COc1cc(Br)cc(C(c2c(C)n(C)n(-c3ccccc3)c2=O)c2c(C)n(C)n(-c3ccccc3)c2=O)c1O	1%	0%	9	-5%	-4%	-6%	x	x	-1%
